D3 ag: agonists of human D3 dopamine receptor; P35462; D3R DiscoveRx beta-arrestin cells, luminescence, 90 min; max activation, %; 0.58% of 410,000 active; in the data active = max activation above about 30%; also: 0% is about no effect; mostly tested at two doses, the higher about 12 µM
Target sequence (P35462 whole entry, looked up): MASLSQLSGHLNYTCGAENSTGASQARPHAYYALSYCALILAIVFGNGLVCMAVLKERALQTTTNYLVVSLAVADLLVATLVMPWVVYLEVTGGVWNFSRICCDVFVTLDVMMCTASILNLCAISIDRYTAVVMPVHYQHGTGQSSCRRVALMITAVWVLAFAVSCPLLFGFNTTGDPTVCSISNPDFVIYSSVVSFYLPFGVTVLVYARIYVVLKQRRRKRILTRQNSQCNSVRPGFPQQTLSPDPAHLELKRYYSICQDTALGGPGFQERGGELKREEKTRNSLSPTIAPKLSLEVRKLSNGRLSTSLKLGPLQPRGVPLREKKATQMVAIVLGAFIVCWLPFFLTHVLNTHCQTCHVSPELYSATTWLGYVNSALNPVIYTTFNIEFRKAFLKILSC
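Cells at 1500/well, incubated overnight, then treated with pinned compounds (dopamine as control) for 90 min at 37 degrees C. DiscoveRx reagent added for 30 - 60 minutes at room temperature; luminescence read.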
* hit, by the source's call. These rows are one share of the data; count on the stated rates, not on these rows.

SMILES	D3 ag
CCOc1cccc(C2c3[nH]c4ccccc4c3CCN2C(=O)c2ccccc2F)c1 (stereo not given)	-13
CCOC(=O)[C@H](CCc1ccccc1)N[C@@H](C)C(=O)N1Cc2cc(OC)c(OC)cc2C[C@H]1C(=O)O	6
CCN1CCN(c2oc(/C=C/c3cc(OC)c(OC)c(OC)c3)nc2C#N)CC1	0
CCOC(=O)c1cc(OC(=O)c2ccccc2Cl)n(-c2ccccc2)n1	-9
COc1ccc2nc(N(Cc3cccnc3)C(C)=O)sc2c1	0
O=C(CSc1nc2c([nH]c3ccccc32)c(=O)n1-c1ccccc1F)Nc1cccc(Cl)c1	-13
COc1ccccc1CNC(=O)CSc1ncc2c(n1)-c1ccc(Cl)cc1N(Cc1ccccc1)S2(=O)=O	-5
COc1ccc(NC(=O)c2cc3c([nH]c2=O)CC(c2ccccc2)CC3=O)cc1 (stereo not given)	-1
CC(C)CCn1c(=O)c2sccc2n2c(CCCC(=O)Nc3ccc(C(C)C)cc3)nnc12	-13
CCN(CC)CCNC(=O)c1ccc(Cn2c(=O)c3cccn3c3cccnc32)cc1	-1
COc1ccc(-c2nc3ccccc3o2)cc1NC(=O)COc1ccc(C(C)(C)C)cc1	29
COc1cc(C(=O)NCCS(=O)(=O)N2CCN(c3ccccc3)CC2)cc(OC)c1OC	-5
Cc1cccc(CC(=O)NCCc2csc(-c3ccc(C(F)(F)F)cc3)n2)c1	10
CC(=O)C1=C(c2ccc(Br)cc2)N(C(C)=O)n2c(nnc2C2CCCCC2)S1	8
COc1ccc(C2=C(C(C)=O)Sc3nnc(-c4ccc(C)cc4)n3N2C(C)=O)cc1OC	-3
O=C(CSc1nccn1-c1cccc(Cl)c1)Nc1cccc(C(F)(F)F)c1	-16
O=C(CCc1cn(Cc2ccccc2Cl)c2ccccc12)NC1CCCCC1	10
CC1=C(c2ccc(C(C)C)cc2)S(=O)(=O)NC1=NCCCN1CCN(c2ccccc2F)CC1	0
COCCCN1C(=O)c2[nH]nc(-c3ccccc3O)c2C1c1ccc(OCc2ccccc2)cc1 (stereo not given)	3
O=C(COc1ccc2ccccc2c1)NC1CC(=O)N(c2ccccc2)C1 (stereo not given)	3
Cc1nc2ccn(Cc3ccco3)c(=O)c2cc1C(=O)NCc1ccccc1	8
COc1ccc(NC(=O)CCc2nnc3n(CC(C)C)c(=O)c4ccccc4n23)cc1	14
Cc1cccc(NC(c2cccc(Cl)c2)c2ccc3cccnc3c2O)n1 (stereo not given)	21
O=C(c1noc2c1CCCCC2)N1CCN(c2cccc(C(F)(F)F)c2)CC1	52*
Cn1ncc2c(N3CCN(c4cccc(Cl)c4)CC3)ncnc21	-4
O=C(NCCCN1CCN(c2ccccc2F)CC1)c1cc2c(s1)-c1ccccc1OC2	1
CCOC(=O)c1cccnc1SCC(=O)Nc1ccc(C)cc1C	3
O=C(Cn1cc(SCc2ccc(C(F)(F)F)cc2)c2ccccc21)N1CCCCC1	-3
CCc1ccc(OC(C)c2nc(-c3ccc(-n4cccc4)cc3)no2)cc1 (stereo not given)	3
Cc1c(C(=O)N2CCOCC2)oc2c1-c1nn(CC(=O)NCc3ccccc3)cc1CC2	3
COc1ccc(-n2ccn(CC(=O)NCc3ccc(C)cc3)c(=O)c2=O)cc1OC	-6
CCOc1ccccc1CNC(=O)C1CCN(S(=O)(=O)c2c(C)noc2/C=C/c2ccc(C)cc2)CC1	-4
CCc1ccc(Cn2c(CNS(=O)(=O)c3ccc([N+](=O)[O-])cc3)nc3cccnc32)cc1	7
CCOC(=O)CCn1c(=O)c2cccn2c2cccnc21	3
Cc1ccccc1-c1nnc(SCC(=O)N(C)C2CCCCC2)o1	1
CCCOc1ccc(C(=O)Nc2ccc(NC(=O)c3ccccc3)c(Br)c2)cc1	-4
O=C(Cn1c(=O)oc2cc(S(=O)(=O)N3CCCC3)ccc21)Nc1ccc(F)cc1F	-5
CCc1cccc(NC(=O)CC2Oc3ccc(C)cc3NC2=O)c1 (stereo not given)	-16
COCCN(CCOC)C(=O)c1cc2c(=O)n3ccccc3nc2n1C	4
COc1ccccc1CNC(=O)CCc1c(C)nn(-c2ccc(N3CCCC3)nn2)c1C	-13
COc1ccc(C(=O)Nc2cccc(-c3cn4ccsc4n3)c2)c(OC)c1	63*
CCOC(=O)CSc1nc2cc3c(cc2c(=O)n1CCCC(=O)NCc1ccc2c(c1)OCO2)OCO3	1
Cc1ccc(NC(=O)CSc2nc3c([nH]c4ccccc43)c(=O)n2-c2ccccc2)c(C)c1	-11
Cc1ccc(-n2c(SCC(=O)Nc3ccc4c(c3)OCCO4)nc3c([nH]c4ccccc43)c2=O)cc1	-14
CCc1ccc(C2C(C(=O)Nc3ccccc3)=C(C)Nc3c(C(=O)Nc4ccc(C)cc4)cnn32)cc1 (stereo not given)	-7
O=C(C1CC1)N1CCN(c2nc3c(Cl)cccc3s2)CC1	-2
Cc1ccc(NC(=O)CSc2nnc(-c3cc4occc4n3C)n2-c2ccccc2C)cc1F	8
Cc1ccc(C)c(NC(=O)c2ccc(CN3CC(=O)N4CCCCC4C3=O)cc2)c1 (stereo not given)	-12
O=C(COc1ccccc1[N+](=O)[O-])N1CCC(c2nc3ccccc3o2)CC1	2
CC1=C(c2ccc(Cl)cc2)S(=O)(=O)N=C1N1CCN(c2cc(C)ccc2C)CC1	-5

Exported with bars between the fields: part of the list above
molecule | D3 ag
Cc1ccc(-n2c(SCC(=O)Nc3ccc4c(c3)OCCO4)nc3c([nH]c4ccccc43)c2=O)cc1 | -14
CCc1ccc(C2C(C(=O)Nc3ccccc3)=C(C)Nc3c(C(=O)Nc4ccc(C)cc4)cnn32)cc1 (stereo not given) | -7
O=C(C1CC1)N1CCN(c2nc3c(Cl)cccc3s2)CC1 | -2
Cc1ccc(NC(=O)CSc2nnc(-c3cc4occc4n3C)n2-c2ccccc2C)cc1F | 8
Cc1ccc(C)c(NC(=O)c2ccc(CN3CC(=O)N4CCCCC4C3=O)cc2)c1 (stereo not given) | -12
O=C(COc1ccccc1[N+](=O)[O-])N1CCC(c2nc3ccccc3o2)CC1 | 2

New compounds follow:
SMILES	D3 ag
Cc1cccc(C)c1NC(=O)c1oc2c(c1C)-c1nn(Cc3ccccc3)cc1CC2	1
Cc1ccc(NC(=O)CSc2nccn2Cc2ccc3c(c2)OCO3)c(C)c1	0
CCc1cccc(CC)c1-n1nnc2c(sc3nc(C)cc(C)c32)c1=O	-4
Cc1ccc(-n2nc(CO)c(C(=O)NCCCCc3ccccc3)n2)cc1C	-4
COc1ccccc1CNC(=O)CN1N=C(c2ccccc2)CCC1=O	-11
O=C(Cn1nc(-c2ccccc2)ccc1=O)NCc1ccc(F)cc1Cl	-4
O=C(CSc1ncccc1C(=O)Oc1ccccc1Cl)Nc1ccc(C(F)(F)F)cc1Cl	3
O=C(CSCc1cnn(-c2ccccc2)c1-n1cccc1)NCc1ccc(Cl)cc1	-11
CCOC(=O)c1cccc(NC(=O)CC2C(=O)N(c3ccc(F)cc3)C(=O)N2Cc2cccc(OC)c2)c1 (stereo not given)	10
CCc1cc2c(cc3c(=O)n(CC(=O)NC4CCC(C)CC4)ncn32)s1 (stereo not given)	4
COc1ccccc1CNS(=O)(=O)c1ccc(-c2cc(C(F)(F)F)on2)s1	-13
COc1ccc(/C=C\c2onc(C)c2S(=O)(=O)N2CCC(C(=O)Nc3ccccc3OC)CC2)cc1	2
O=C(Nc1nc(-c2ccc(Br)cc2)ns1)c1ccccc1F	-16
O=C(COc1ccc(Cl)cc1)N(Cc1ccco1)Cc1ccco1	3
Cc1c(C(=O)N(Cc2ccc(N(C)C)cc2)CC2CCCO2)oc2ccc(Cl)cc12 (stereo not given)	-2
Cc1ccc(N(C)C(=O)c2cc(S(=O)(=O)N3CCOCC3)cn2C)cc1	-6
CCOc1ccc(-c2nnc(SCC(=O)NC3CCCCC3)nc2-c2ccc(OCC)cc2)cc1	-13
CCCN1C(C(=O)c2ccccc2)=C(OC(=O)COc2ccc(C)cc2)c2ccccc2S1(=O)=O	-15
Cc1nc(SC(C)C(=O)Nc2ccccc2C)cc(-c2ccccc2)n1 (stereo not given)	20
CC(=O)Nc1ccc(NC(=O)CSc2cn(CC(=O)N(C(C)C)C(C)C)c3ccccc23)cc1	0
CCOC(=O)c1ccc2c(c1)N(Cc1ccccc1)C(=O)c1ccccc1S2	-4
CCCOc1ccc(C2c3c(oc4ccccc4c3=O)C(=O)N2c2ccc(C)cn2)cc1OCC (stereo not given)	5
Cn1cc(C(=O)[C@@H]2CCc3nc[nH]c3C2)c2ccccc21	-11
O=C(NCC(c1ccc2c(c1)OCO2)N1CCOCC1)c1c(F)cccc1F (stereo not given)	-12
O=C(Oc1ccccc1F)c1nc(SCc2ccc(F)cc2)ncc1Cl	-9
COc1cccc(NC(=O)N2CCN(C(=O)c3nsc4ccccc34)CC2)c1	7
O=C(Nc1ccc(Br)cc1)c1ccc(F)c(S(=O)(=O)N2CCc3ccccc32)c1	1
COc1ccc(NC(=O)C2CCCN(S(=O)(=O)c3ccc4[nH]c(=O)ccc4c3)C2)cc1Cl (stereo not given)	3
O=C(COc1ccccc1F)Nc1ccc(OCc2cc(=O)n3ccccc3n2)cc1	-14
CCc1cccc(C)c1Nc1c(-c2ccc(SC)cc2)nc2sccn12	7
O=C(NCc1ccc(Cl)cc1)c1cnc2sc(N3CCCC3)nn2c1=O	14
Cn1c(C(=O)NCc2ccccc2Cl)cc2sc(Cl)cc21	-3
CC(C)(C)c1ccc(C(=O)N2CCCCC2CCN2CCCCC2)cc1 (stereo not given)	-32
CC(C)NC(=O)Cn1c(=O)nc(-c2ccccc2)c2ccccc21	13
Cc1cc(C)c(NC(=O)C2CCN(c3nc4ccccc4n4cccc34)CC2)c(C)c1	0
Cc1ccc(CSc2ncc(Cl)c(C(=O)NCc3ccccc3)n2)cc1	-7
CC(=O)Nc1ccc(Nc2ncnc3c2c(-c2ccccc2)cn3-c2ccccc2)cc1	-16
COc1ccc(CCC(=O)NCc2nc3cccnc3n2Cc2ccc(C)cc2)cc1	-3
COc1cccc(C(=O)Nc2cccc(C(=O)OCc3cc(=O)n4c(C)csc4n3)c2)c1	-7
Cc1coc2cc3oc(=O)c(CC(=O)NCc4cccc(Cl)c4)c(C)c3cc12	14
Cc1cccc(CCNC(=O)c2c[nH]c3ccc(S(=O)(=O)Nc4ccccc4F)cc3c2=O)c1	4
Cc1ccc(C)c(Cn2c(CCCNC(=O)C3CCCCC3)nc3ccccc32)c1	4
CCCSc1ncc(Cl)c(C(=O)NCc2ccc(OC)cc2)n1	0
Cc1cccc(OCC(=O)N(Cc2ccc(C(C)C)cc2)Cc2ccco2)c1C	-1
CCOc1ccccc1NC(=O)CN(C)S(=O)(=O)c1ccc2nc(C)sc2c1	3
COc1cccc(NC(=O)Cn2nnc(-c3nc(-c4ccccc4)no3)c2N)c1	-1
CCC(=O)N1CCc2cc(CNS(=O)(=O)c3cc(Cl)ccc3OC)ccc21	-1
CCOc1ccc(OCC)c(NC(=O)c2ccc(-c3ccccc3)s2)c1	14
O=C(NC1CCCc2ccccc21)c1ccc2c(c1)sc1nc(-c3ccccc3)cn12 (stereo not given)	-16
Cc1cccc(NC(=O)CSc2nc3c(sc4ccccc43)c(=O)n2CCCC(=O)NC2CCCC2)c1	-4
Next compounds.
SMILES	D3 ag
COc1cccc(C(=O)Nc2nc(-c3ccc(Br)cc3)ns2)c1	9
COc1cccc(NC(=O)CSc2nc3c([nH]c4ccccc43)c(=O)n2-c2ccccc2)c1	-1
CCCSc1ncc(Cl)c(C(=O)Nc2nc3ccc(OCC)cc3s2)n1	0
CC(CNC(=O)CN1C(=O)COc2ccc(S(=O)(=O)N3CCCCCC3)cc21)c1ccccc1 (stereo not given)	-13
CCS(=O)(=O)N1CC(=O)N(c2cccc(Cl)c2)C(C)(C(=O)NC2CCCCCC2)C1 (stereo not given)	-12
COc1ccc(Cc2nc3c4cnn(-c5ccccc5F)c4ncn3n2)cc1	3
O=C(CCn1c(=O)c2cccn2c2cccnc21)Nc1ccccc1C(F)(F)F	10
CCN(CC)CCCNC(=O)C1CCN(S(=O)(=O)CC)CC1	-3
Cc1ccc(-n2c3c(cc(C(=O)Nc4cccc(Cl)c4)c2=O)C(=O)CC(C)(C)C3)cc1	-16
Cc1ccccc1C(=O)N1CCCCC1CCN1CCCCC1 (stereo not given)	-5

Structural class: those above with a CF3 group
SMILES	D3 ag
Cc1cccc(CC(=O)NCCc2csc(-c3ccc(C(F)(F)F)cc3)n2)c1	10
O=C(CSc1nccn1-c1cccc(Cl)c1)Nc1cccc(C(F)(F)F)c1	-16
O=C(c1noc2c1CCCCC2)N1CCN(c2cccc(C(F)(F)F)c2)CC1	52*
O=C(Cn1cc(SCc2ccc(C(F)(F)F)cc2)c2ccccc21)N1CCCCC1	-3
O=C(CSc1ncccc1C(=O)Oc1ccccc1Cl)Nc1ccc(C(F)(F)F)cc1Cl	3
COc1ccccc1CNS(=O)(=O)c1ccc(-c2cc(C(F)(F)F)on2)s1	-13
O=C(CCn1c(=O)c2cccn2c2cccnc21)Nc1ccccc1C(F)(F)F	10

Following part:
SMILES	D3 ag
CCc1ccc(CNC(=O)c2cnc3sc(N(CC)CC)nn3c2=O)cc1	-9
Cc1oc(-c2ccccc2Cl)nc1Cn1c(SCc2cccc(F)c2)nc2cccnc21	44*
Cc1nc2ccc(S(=O)(=O)N(C)CC(=O)Nc3ccc(C(C)C)cc3)cc2s1	14
CCOC(=O)N1CCc2c(sc3c2c(=O)n(CCc2ccccc2)c(=O)n3CC(=O)Nc2cccc(C)c2)C1	9
COc1ccc(/C=C\C(=O)NC2CC(=O)N(c3ccc(F)cc3)C2)cc1OC (stereo not given)	17
CCN(c1ccc(C)cc1C)S(=O)(=O)c1nnc(NC(=O)CC(C)C)s1	-11
COc1ccc(NC(=O)CCCn2c(=O)c3cccn3c3cccnc32)cc1Cl	-10
CCCN(C(=O)c1ccc2c(=O)n3c(nc2c1)CCCCC3)c1cccc(Cl)c1	3
CC(=O)Nc1c(C)nn(-c2ccccc2)c1N1CCC(C(=O)NCc2ccc(Cl)cc2)CC1	-10
